# Assay outcomes deposited in PubChem BioAssay by several laboratories.
# Yfh1-off respiration = enhancers of respiration in Yfh1-depleted yeast, dose response, Friedreich's ataxia, plus single-dose screen (AID 1465); S. cerevisiae Yfh1-off respiration, WST-1 reduction, 72 h; higher fold induction means a stronger effect; one-dose fold induction at 50 µM; EC50 in µM for titrated hits; actives 0.074% (n = 220,000);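 active = fold induction of absorbance versus untreated yeast above a set limit, then at least 30% activation at any dose in follow-up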;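 also: activators that raise dye reduction in frataxin-depleted yeast; strong numbers were not always called active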
# WT yeast gro inh = growth inhibition of WT yeast, mitochondrial fusion screen; mitochondrial fusion phenotypic screen, WT strain; inhibition, % at 10 µM; actives 2.1% (n = 190,000); in the data active = inhibition above about 58%; tested in S. cerevisiae
# b-catenin transl = beta-catenin nuclear translocation modulation | HeLa beta-catenin nuclear translocation, immunofluorescence imaging | nuclear translocation activity, % at 5 µM | actives 0.3% (n = 190,000) | AID 1665;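 active = nuclear translocation activity above 50% at 5 µM, with a well cell count of 50 or more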;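 also: per-cell ratio of nuclear to cytoplasmic median beta-catenin stain intensity; plate controls were DMSO negative control for no effect and GSK-3 inhibitor IX positive control for full effect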
#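 Technique: fluorescence imaging of beta-catenin antibody stain plus DAPI / Material: human HeLa cell line / Incubation: compound treatment 24 h, 37°C, 5% CO2 / Read-out basis: % activation of per-cell nuclear versus cytoplasmic median beta-catenin signal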
# HEK293 NOD2/NF-kB = NOD2 signaling inhibitors, cell-based, luminescence, uHTS, HEK293 (AID 1566) | actives 0.63% (n = 290,000) | HEK293 NOD2/NF-kB luciferase reporter, luminescence; higher % means a stronger effect | inhibition, % at 4 µM, or EC50 in µM where a hit was titrated; in the data active = inhibition above about 50%; also: many of its hits are not listed in these tables
# Lipid droplet = modulators of hepatic lipid droplet formation. AML12 mouse hepatocytes, oleate lipid droplets, BODIPY imaging. inhibition, % at 6.5 µM. actives 0.4% (n = 240,000). AID 1656;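 active = lipid droplet intensity inhibited by at least 50%, with more than 500 cells counted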
#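 Material: mouse AML12 hepatocyte cell line, fixed after treatment; Timing: compound with oleate, overnight; Technique: high-content imaging of BODIPY-stained droplets and DAPI nuclei; Probe or stimulus: oleate, 100 µM final; Dosing: compound at 6.5 µM only.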
# MT stabilize HCS = microtubule stabilization, imaging screen. actives 0.83% (n = 200,000). HeLa tubulin immunostaining HCS, 24 h; share of cells brighter than vehicle mean+2SD. % tubulin-high responders, % at 10 µM;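 active = plate Z-score above 3 for both tubulin-high and condensed-nucleus cell shares, with cell loss under 80%, at 10 µM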;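 also: anti alpha tubulin signal scored within the nucleus-defined area of each cell; some results filed as inactive read as strong as hits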
# Dynein transport = blocks dynein driven cargo transport along microtubules; 3617.4 mouse cells, GR-EGFP nuclear translocation imaging; test concentration mostly 20 µM; stimulated with dexamethasone, 1 µM; hits give low values; z-score, hits read low; actives 0.47% (n = 220,000); AID 1381;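 active = plate z-score of nuclear minus cytoplasmic receptor signal below a set negative limit, without overly bright fluorescence or cell loss, cut at about -3.5 in these data, passing the limit was not always enough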;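 also: z-score of nuclear minus cytoplasmic ring GR-EGFP intensity difference per well; some compounds called inactive have numbers as strong as hits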
#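 Buffer or medium: tet-free, stripped-serum medium; reagent: dexamethasone at 1.0 µM final, 30 min; incubation: 48 h induction, 1 h compound, 30 min dex at 37 °C; measured by: formaldehyde fixation, Hoechst nuclear stain, 10x automated fluorescence imaging; read-out: nuclear-to-cytoplasmic GR-EGFP distribution per well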
# Autophagy mod = autophagy modulation, high-content screen; MEF GFP-LC3 puncta imaging; test concentration mostly 10 µM; calls only at 10 µM (by protocol); actives 0.98% (n = 190,000); AID 463193;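 active = percentage of spot-positive cells more than 3 SD above its plate mean, without a fluorescence outlier flag or 80% toxicity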;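 also: spot-positive cell cutoff set from DMSO-treated cells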
# Insulin prom up = MIN6 insulin promoter up-regulation; MIN6 insulin promoter-GFP reporter, high-content imaging; hits give high values; z-score at 5 µM; actives 0.3% (n = 190,000);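 active = z-score above 3 at 5 µM with at least 500 cells counted in the well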
# WT yeast gro inh mutant strain = further read-out of WT yeast gro inh, marked with its call; inhibition, %; mitochondrial fusion phenotypic screen, mutant strain inhibition
# Dynein transport cytoplasmic EGFP = second read-out of Dynein transport, no call of its own (marks repeat the call); z-score; measured here: cytoplasmic GR-EGFP intensity; hits give high values
# Dynein transport nuclear GR-EGFP = also measured in Dynein transport; calls as there; z-score; measured here: nuclear GR-EGFP intensity;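 lower value marks the stronger effect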
# Dynein transport cell count = recorded beside Dynein transport, whose call it bears; z-score; measured here: cell count per field
# Insulin prom up cell count = also measured in Insulin prom up; calls as there; cell count; measured here: cytotoxicity, nuclei count;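 total cells summed across four imaged fields per well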
# Lipid droplet cells 6.5 µM = further read-out of Lipid droplet, marked with its call; cell count; measured here: cell count, cytotoxicity flag;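 cells counted across two imaged fields per well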
# b-catenin transl cell count 5 µM = recorded beside b-catenin transl, whose call it bears; cell count; measured here: cell count, cytotoxicity flag
# MT stabilize HCS Hoechst-high % = further read-out of MT stabilize HCS, marked with its call; % Hoechst-high responders; measured here: nuclear condensation Hoechst responders;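 share of cells brighter than vehicle mean plus two SD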
# MT stabilize HCS cytotoxicity % = recorded beside MT stabilize HCS, whose call it bears; toxicity, %; measured here: cytotoxicity by cell density;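 0% = mean cell density of plate MIN control wells and 100% = no cells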
# Autophagy mod cell loss 18 h = recorded beside Autophagy mod, whose call it bears; toxicity, %; measured here: cell loss, nuclei count;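 cell loss after 18 h compound exposure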
# * marks the source's active call; other numbers are inactive results; i = inactive; . = not tested or not shown. These rows are one share of the data (hit frequency here may not be typical).
SMILES,Yfh1-off respiration,WT yeast gro inh,WT yeast gro inh mutant strain,b-catenin transl,b-catenin transl cell count 5 µM,HEK293 NOD2/NF-kB,Lipid droplet,Lipid droplet cells 6.5 µM,MT stabilize HCS,MT stabilize HCS Hoechst-high %,MT stabilize HCS cytotoxicity %,Dynein transport,Dynein transport cytoplasmic EGFP,Dynein transport nuclear GR-EGFP,Dynein transport cell count,Autophagy mod,Autophagy mod cell loss 18 h,Insulin prom up,Insulin prom up cell count
CCc1ccc(C2=NN(CCC(=O)NCc3cccs3)C(=O)CC2)cc1,i,-8,10,-1.1,1147,-8%,3,709,5.4,3.2,15,-0.99,-0.28,-0.43,1.1,i,22,1,1230
CCCCc1c(O)nc(SCC(=O)NCCc2ccc(OC)c(OC)c2)[nH]c1=O,i,-34,1,-7.2,1009,2%,.,.,1.0,2.8,14,-0.44,-0.18,-0.22,0.39,i,-4,0.44,1378
COc1ccc2c(c1)c(C(=O)O)c(C)n2-c1ccccc1,i,.,.,-0.4,1330,22%,.,.,.,.,.,-0.08,-0.067,-0.039,0.27,.,.,0.74,1365
Cc1nc(C)c(NC(=O)N2CCc3ccccc32)cc1NC(=O)N1CCc2ccccc21,i,17,17,-6.3,1222,9%,19,667,4.5,4.7,12,0.049,-0.32,-0.07,0.41,i,-12,-1.1,967
C=CCn1c(O)c(CN2CCN(Cc3ccccc3)CC2)c(C)c(C#N)c1=O,i,5,0,-0.5,921,-24%,-2,765,0.8,1.5,2.6,0.99,-0.26,0.86,-0.37,i,-6,0.95,961
Cc1ccc(S(=O)(=O)N(C)CC(=O)NC2CCCC2)cc1,i,-7,-32,-0.8,1052,-6%,1,721,3.8,2.8,5.3,0.18,-0.22,0.38,0.59,i,-8,-0.07,1265
CCCCOP(=O)(c1ccc(N(C)C)cc1)C(Nc1ccccc1)c1ccccc1 (stereo not drawn),i,81*,28*,2.5,466,-12%,3,600,5.7,3.0,2.8,1.8,-0.1,0.67,-1.3,i,-4,-0.08,1315
N#CCSc1nc2cc(C(=O)N3CCC(C(N)=O)CC3)ccc2c2nc3ccccc3n12,i,-12,-1,0.7,1480,20%,.,.,7.9,3.8,0.2,-1.3,-0.35,-0.53,0.59,i,16,1.6,1497
CC(=O)c1cc(F)c(N2CCN(C(=O)C(C)(C)C)CC2)cc1C,i,-17,-18,.,.,3%,.,.,3.5,3.4,5.5,0.2,-0.27,0.095,0.85,i,-6,0.25,839
O=C1OC(Cc2ccccn2)C(O)=C1C1=NCCCN1 (stereo not drawn),i,6,12,-1.4,969,-12%,0,652,3.4,2.1,4.0,-0.12,-0.22,0.078,0.34,i,2,0.06,1372

# Three entries from above, arranged by their value in MT stabilize HCS Hoechst-high %, largest number first.
SMILES	WT yeast gro inh mutant strain	HEK293 NOD2/NF-kB	MT stabilize HCS Hoechst-high %	Dynein transport	Dynein transport cytoplasmic EGFP	Dynein transport nuclear GR-EGFP	Dynein transport cell count
Cc1ccc(S(=O)(=O)N(C)CC(=O)NC2CCCC2)cc1	-32	-6%	2.8	0.18	-0.22	0.38	0.59
O=C1OC(Cc2ccccn2)C(O)=C1C1=NCCCN1 (stereo not drawn)	12	-12%	2.1	-0.12	-0.22	0.078	0.34
C=CCn1c(O)c(CN2CCN(Cc3ccccc3)CC2)c(C)c(C#N)c1=O	0	-24%	1.5	0.99	-0.26	0.86	-0.37

# Full records as entered above:
# Record of CC(=O)c1cc(F)c(N2CCN(C(=O)C(C)(C)C)CC2)cc1C = Yfh1-off respiration = i; WT yeast gro inh = -17; WT yeast gro inh mutant strain = -18; b-catenin transl = .; b-catenin transl cell count 5 µM = .; HEK293 NOD2/NF-kB = 3%; Lipid droplet = .; Lipid droplet cells 6.5 µM = .; MT stabilize HCS = 3.5; MT stabilize HCS Hoechst-high % = 3.4; MT stabilize HCS cytotoxicity % = 5.5; Dynein transport = 0.2; Dynein transport cytoplasmic EGFP = -0.27; Dynein transport nuclear GR-EGFP = 0.095; Dynein transport cell count = 0.85; Autophagy mod = i; Autophagy mod cell loss 18 h = -6; Insulin prom up = 0.25; Insulin prom up cell count = 839
# Record of CCCCOP(=O)(c1ccc(N(C)C)cc1)C(Nc1ccccc1)c1ccccc1 (stereo not drawn) = Yfh1-off respiration = i; WT yeast gro inh = 81*; WT yeast gro inh mutant strain = 28*; b-catenin transl = 2.5; b-catenin transl cell count 5 µM = 466; HEK293 NOD2/NF-kB = -12%; Lipid droplet = 3; Lipid droplet cells 6.5 µM = 600; MT stabilize HCS = 5.7; MT stabilize HCS Hoechst-high % = 3.0; MT stabilize HCS cytotoxicity % = 2.8; Dynein transport = 1.8; Dynein transport cytoplasmic EGFP = -0.1; Dynein transport nuclear GR-EGFP = 0.67; Dynein transport cell count = -1.3; Autophagy mod = i; Autophagy mod cell loss 18 h = -4; Insulin prom up = -0.08; Insulin prom up cell count = 1315

# Next structures follow:
SMILES,Yfh1-off respiration,WT yeast gro inh,WT yeast gro inh mutant strain,b-catenin transl,b-catenin transl cell count 5 µM,HEK293 NOD2/NF-kB,Lipid droplet,Lipid droplet cells 6.5 µM,MT stabilize HCS,MT stabilize HCS Hoechst-high %,MT stabilize HCS cytotoxicity %,Dynein transport,Dynein transport cytoplasmic EGFP,Dynein transport nuclear GR-EGFP,Dynein transport cell count,Autophagy mod,Autophagy mod cell loss 18 h,Insulin prom up,Insulin prom up cell count
CC(C)(C)NC(=O)NC(=O)CSc1nncs1,i,2,-5,-0.4,1041,22%,-4,688,3.0,3.7,5.5,0.7,-0.27,0.61,-0.5,i,-8,-0.31,1107
Cc1nc(-c2ccncc2)sc1C(=O)Nc1ccc(Br)cc1,i,-5,7,-3.4,1031,24%,13,689,2.5,2.3,7.6,0.13,-0.2,0.53,0.56,i,-1,0.06,1649
CN(C)/C=N/c1sc2c(c1C#N)CC(C)(C)NC2(C)C,i,-11,8,-3.1,511,0%,10,755,2.7,1.9,5.9,-0.037,-0.27,-0.3,1,i,4,.,.
CCCCOCCCNC(=O)c1ccc([N+](=O)[O-])c(C)c1,i,2,-13,-3.2,546,0%,-2,729,2.7,2.9,8.6,-0.65,-0.32,-0.63,0.76,i,-11,0.22,1183
Cc1ccc(-n2c(C)cc(/C=N\NC(=O)CC(=O)NC(C)C)c2C)cc1,i,10,1,-1.6,543,0%,-2,603,2.5,2.6,7.4,0.43,-0.21,0.24,-0.43,i,0,0.16,1299
CCCn1c(N2CCC(Cc3ccccc3)CC2)nc2c1c(=O)[nH]c(=O)n2C,i,68*,-1.4*,-4.5,937,26%,.,.,4.1,2.0,2.4,-0.85,-0.32,-0.13,-0.025,i,3,-1.6,1214
Cc1cc2nnc(SC3CCCCN(C(=O)c4ccc(F)cc4)C3=O)n2c2ccccc12 (stereo not drawn),.,-5,-3,-1.0,1116,-4%,-6,621,0.9,1.1,4.2,1,-0.24,0.5,0.22,i,-5,.,.
CC(C)(C)OC(=O)NCCc1nnc(SCc2ccc(Cl)cc2Cl)o1,i,0,7,-0.5,1337,9%,.,.,2.7,1.0,3.5,-0.93,-0.3,-1.3,1.4,i,0,0.31,1476
Cc1noc(C)c1COC(=O)CCc1nc2ccccc2s1,i,-14,-13,-7.2,917,6%,.,.,1.7,2.5,5.7,-0.53,-0.2,-0.1,0.85,i,-10,0.73,1247
CCN1CCN(S(=O)(=O)c2cc(OC)ccc2OC)CC1,i,12,-7,-1.2,1054,1%,6,681,4.6,1.2,2.9,0.43,-0.27,0.66,-0.65,i,-14,-0.35,1284
CC(C)Oc1ccc(C(=O)Nc2ccc(C(F)(F)F)n(C)c2=O)cc1,i,14,-9,3.3,1041,10%,6,646,1.0,2.6,7.7,-0.11,-0.15,-0.0099,-0.51,i,4,0.05,1445
CN(CCCNC(=O)c1ccc(N2CCCC2=O)cc1)c1ccccc1,i,2,-33,1.1,987,16%,-3,698,2.7,2.0,8.3,-0.56,-0.22,0.24,-0.41,i,-5,0.64,1006
Cc1cc(C)cc(-n2nnnc2SCC(=O)Nc2nc(-c3ccc(Cl)cc3)cs2)c1,i,-1,-4,-2.0,1368,1%,.,.,5.0,1.7,4.1,0.55,-0.1,1,-0.32,i,0,-0.74,1510
Cc1cccnc1CCNC(=O)CCc1nnc(CCc2ccccc2)o1,i,-6,0,-3.2,890,-9%,-2,740,12,1.3,6.0,0.13,-0.26,-0.14,0.71,i,12,0.79,1441
CSc1nnc2ccc(-c3ccccn3)nn12,i,-3,3,0.3,1086,4%,17,726,5.2,1.4,6.5,-0.49,-0.18,-0.5,0.59,i,8,0.06,1213
CCc1cccc(NC(=O)CSc2nc3c(c(=O)[nH]2)CCCC3)c1,i,-1,-9,-2.2,578,28%,3,712,2.0,1.7,8.5,-0.68,-0.2,0.44,-0.16,i,11,0.53,1198
